CHRM5 antagonist – CHRM5 antagonism in calcium assay; P08912; CHO-hM5 cells, Fluo-8 calcium fluorescence, ACh EC80; inhibition, % at 3 µM; 360,000 tested, 0.59% active; AID 624040;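 active = inhibition above a per-plate cutoff, the mean of that plate's test compounds plus 3 SD, cut at about 27% in these data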;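 also: 0% = acetylcholine EC80 with DMSO and 100% = DMSO without agonist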
Target sequence (P08912 whole entry, looked up): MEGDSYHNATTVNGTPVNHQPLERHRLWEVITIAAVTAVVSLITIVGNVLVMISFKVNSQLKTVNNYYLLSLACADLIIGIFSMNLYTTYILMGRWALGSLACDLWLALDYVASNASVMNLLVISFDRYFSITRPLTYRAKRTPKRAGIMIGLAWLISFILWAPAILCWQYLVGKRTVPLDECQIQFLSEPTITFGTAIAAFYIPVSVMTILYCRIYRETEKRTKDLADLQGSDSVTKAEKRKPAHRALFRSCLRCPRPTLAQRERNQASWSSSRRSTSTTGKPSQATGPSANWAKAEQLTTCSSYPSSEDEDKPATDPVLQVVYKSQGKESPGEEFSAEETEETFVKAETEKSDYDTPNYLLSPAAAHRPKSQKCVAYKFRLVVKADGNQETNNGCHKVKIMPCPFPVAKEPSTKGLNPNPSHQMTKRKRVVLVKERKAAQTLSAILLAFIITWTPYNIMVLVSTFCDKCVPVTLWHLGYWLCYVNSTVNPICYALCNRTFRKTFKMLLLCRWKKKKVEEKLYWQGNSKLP
CHRM4 PAM – positive allosteric modulators of human muscarinic M4 receptor; P08173; CHO-K1 hM4/Gqi5, Fluo-8 calcium fluorescence, ACh EC20; 0% = ACh EC20, 100% = maximal ACh; activation, % at 3 µM; 360,000 tested, 0.4% active; AID 624126;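 active = activation above its plate's cutoff, the mean activation of sample wells plus 3 SD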; also: some results filed as inactive read as strong as hits
Target sequence (P08173 whole entry, looked up): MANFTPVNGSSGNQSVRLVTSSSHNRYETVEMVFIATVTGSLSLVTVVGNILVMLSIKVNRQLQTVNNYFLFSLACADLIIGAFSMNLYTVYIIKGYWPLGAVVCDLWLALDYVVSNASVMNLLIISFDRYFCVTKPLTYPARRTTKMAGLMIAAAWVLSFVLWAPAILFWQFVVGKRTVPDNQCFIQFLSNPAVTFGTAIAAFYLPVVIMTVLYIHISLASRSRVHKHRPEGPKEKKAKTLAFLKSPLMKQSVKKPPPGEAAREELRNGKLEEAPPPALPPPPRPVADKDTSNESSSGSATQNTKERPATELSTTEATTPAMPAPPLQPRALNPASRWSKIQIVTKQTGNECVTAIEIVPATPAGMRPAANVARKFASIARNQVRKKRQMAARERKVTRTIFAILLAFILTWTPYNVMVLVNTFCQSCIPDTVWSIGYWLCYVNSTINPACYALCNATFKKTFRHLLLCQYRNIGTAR
M4 ag – agonists of human muscarinic M4 receptor (CHRM4); CHO-K1 hM4/Gqi5, Fluo-8 calcium fluorescence; vehicle 0%, full acetylcholine response 100%; 360,000 tested, 0.14% active; P08173; activation, % at 3 µM;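 active = activation above the run mean over all test wells plus 3 SD, cut at about 32% in these data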;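 also: peak over basal fluorescence ratio per well then scaled between controls; 0% = DMSO wells and 100% = acetylcholine at EC100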
CHRM1 PAM – human CHRM1 positive allosteric modulation | CHO-K1 hM1, Fluo-8 calcium fluorescence, ACh EC20; 0% = ACh EC20, 100% = maximal ACh | 360,000 tested, 0.088% active | AID 588819 | activation, % at 3 µM | P11229; in the data active = activation above about 19%, passing the limit was not always enough
CRFR2-BP ag – CRF-BP/CRF-R2 complex agonism | activation, % at 13.2 µM | 350,000 tested, 0.46% active | HEK293 CRF-R2/CRF-BP, calcium dye fluorescence (FLIPR); percent of saturating CRF peptide response | AID 588473;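 active = activation of at least 50%, plus an integration ratio under a set limit after plate pattern correction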;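 also: plate controls were neutral control wells without compound for no effect and CRF at EC100 for full effect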
CHRM1 antagonist – human CHRM1 antagonism. P11229. CHO-K1 hM1, Fluo-8 calcium fluorescence, ACh EC80 antagonist. inhibition, % at 3 µM. 360,000 tested, 1.3% active. AID 588852;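 active = percent inhibition above its own plate's cutoff, namely the mean of that plate's compound wells plus 3 SD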;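 also: peak over basal fluorescence ratio during 140 s after agonist addition; 0% = ACh EC80 plus DMSO and 100% = DMSO alone without agonist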
M5 ag – CHRM5 agonism in calcium assay; AID 624037; 360,000 tested, 0.19% active; P08912; CHO-K1 hM5 cells, Fluo-8 calcium fluorescence; 0% DMSO wells, 100% maximal acetylcholine response; activation, % at 3 µM;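 active = activation above the run's mean over test compounds plus 3 SD, cut at about 23% in these data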;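 also: signal is peak over basal fluorescence ratio across the kinetic read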
CHRM4 antagonist – CHRM4 antagonism in calcium assay; P08173; CHO-hM4 cells, ACh EC80, Fluo-8 calcium fluorescence; inhibition, % at 3 µM; 360,000 tested, 0.73% active; AID 624125;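 active = inhibition above its plate's cutoff, the mean inhibition of sample wells plus 3 SD, cut at about 27% in these data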;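 also: 0% = acetylcholine EC80 with DMSO and 100% = DMSO without agonist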
M5 PAM – potentiates acetylcholine response at human M5 receptor; P08912; CHO-K1 hM5, Fluo-8 calcium, ACh EC20 PAM; 0% = ACh EC20, 100% = ACh EC100; activation, % at 3 µM; 360,000 tested, 0.3% active; AID 624038;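 active = activation above the run cutoff, the mean activation of all test compounds plus 3 SD, cut at about 18% in these data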
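Assay system: CHO-K1 hM5 cells / Incubation: Fluo-8 loading 80 min at 37 °C plus 30 min room temperature / Technique: Fluo-8 calcium dye fluorescence, kinetic read / Repeats: single replicate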
* hit, by the source's call; . = no result given. No enrichment for hits. Share with any hit: about 2.8%.

M5 PAM	M5 ag	CHRM4 PAM	CHRM1 PAM	CHRM4 antagonist	CRFR2-BP ag	CHRM1 antagonist	M4 ag	CHRM5 antagonist	compound
-4.3	-0.3	-4.9	-4.3	4.5	2.5	-2.8	-0.3	-3.1	CC1CCCCN1CCNC(=O)c1cc2c(=O)n(C)c3ccccc3c2n1C (centres undefined)
6.5	-0.6	1.0	10.3	3.3	-1.6	-13.4	-0.2	-5.4	CC(C)C(=O)Nc1cc2c3c(c1)CCN3C(=O)CC2
-7.2	-9.9	-2.4	-3.7	3.1	-1.6	3.1	0.8	7.3	Cc1occc1C(=O)N(C)CC1CCCN(CCc2ccccc2F)C1 (centres undefined)
-0.1	-3.5	5.0	10.5	1.1	-0.1	-20.0	0.7	0.2	O=C(Cc1ccc([N+](=O)[O-])cc1)NNC(=O)c1ccc2c(c1)OCO2
1.4	-4.4	-1.7	-7.7	-4.2	1.4	-2.0	12.4	-4.5	O=C(Nc1cccc(-c2cccc(Cl)c2)c1)C1CCN(Cc2ccc(CO)o2)CC1
-0.4	0.2	2.1	-1.0	-0.7	5.6	4.9	2.9	14.8	C[C@H](CO)N1C[C@H](C)[C@H](CN(C)C)Oc2ccc(NS(=O)(=O)c3ccc(F)cc3)cc2CC1=O
3.9	0.5	9.7	6.9	-20.1	0.0	-11.0	2.5	-2.2	CC(C)Oc1ccc(S(=O)(=O)N2CCOCC2)cc1NC(=O)C1CCCCC1
-7.1	-1.1	-5.6	-2.9	7.5	5.8	7.6	-1.2	-2.4	Cc1ccccc1OCC(=O)Nc1cccc2nsnc12
-6.3	-5.1	0.4	2.4	-2.4	-0.9	-1.9	1.4	8.1	NCCc1nnc(SCc2ccccc2)o1
-19.3	3.5	-5.3	-10.8	10.7	-0.2	6.9	18.1	8.6	O=C1CCCN1c1ccc(S(=O)(=O)N2CCCCC2)cc1[N+](=O)[O-]
2.5	-5.9	2.2	3.0	-8.8	0.2	-13.3	1.3	-0.1	CN(CCCNC(=O)CCc1cn(C)c2ccccc12)C1CCCCC1
-5.4	-0.8	-2.6	3.5	3.5	-2.5	-1.6	-1.0	-1.4	COc1ccc(N(CN2C(=O)c3ccccc3C2=O)C(=O)C(C)C)cc1
-2.2	4.0	-7.0	6.5	-1.4	-0.4	-3.5	12.0	-1.7	Cn1c(=O)[nH]c(=O)c2c1nc(N1CCCCC1)n2CC(O)COc1ccc([N+](=O)[O-])cc1 (centres undefined)
-2.5	-2.7	-3.3	3.8	2.4	0.9	-7.8	0.6	6.4	Cc1ccc(S(=O)(=O)N(C)C(C)CCc2ccco2)cc1 (centres undefined)
-2.0	0.9	1.8	-7.9	-3.2	2.1	0.1	2.6	1.4	Cc1cccc(OCc2nnc(SCC(=O)Nc3ccc(C)c(Cl)c3)o2)c1

Compound profiles, as listed above. Screens in order: M5 PAM, M5 ag, CHRM4 PAM, CHRM1 PAM, CHRM4 antagonist, CRFR2-BP ag, CHRM1 antagonist, M4 ag, CHRM5 antagonist
Cc1ccc(S(=O)(=O)N(C)C(C)CCc2ccco2)cc1 (centres undefined) across the screens: -2.5, -2.7, -3.3, 3.8, 2.4, 0.9, -7.8, 0.6, 6.4
Cc1cccc(OCc2nnc(SCC(=O)Nc3ccc(C)c(Cl)c3)o2)c1 across the screens: -2.0, 0.9, 1.8, -7.9, -3.2, 2.1, 0.1, 2.6, 1.4

More structures follow:
M5 PAM	M5 ag	CHRM4 PAM	CHRM1 PAM	CHRM4 antagonist	CRFR2-BP ag	CHRM1 antagonist	M4 ag	CHRM5 antagonist	compound
-5.8	-0.1	0.4	-3.9	-16.9	-0.2	-5.1	1.9	1.9	COc1ccc(C(=O)CC(c2ccccc2)C2CCCCC2=O)cc1 (centres undefined)
-9.0	2.3	-5.7	-6.4	-8.7	0.3	1.8	12.3	4.3	COc1cccc2cc(C(=O)NCCc3c[nH]c4ccccc34)c(=O)oc12
4.5	-3.1	0.3	-7.0	-19.3	-2.1	-1.8	4.8	-2.8	COc1ncnc2c1ncn2CCCN1CCN(Cc2cccc3ccccc23)CC1
-2.2	-2.4	-14.8	3.4	3.8	0.3	-8.7	1.2	9.6	O=C1c2ccccc2C(Nc2ccccc2)N1Cc1ccc2c(c1)OCO2 (centres undefined)
3.0	-3.1	-2.0	-2.4	0.5	-0.8	1.1	1.7	0.1	Cc1cccc(NCC(=O)N/N=C\c2ccccn2)c1
-2.7	-2.8	3.0	4.1	-4.7	-0.7	5.9	1.5	9.9	COc1ccc(N2CCN(C(=O)CNC(=O)c3ccco3)CC2)cc1
-2.2	0.2	6.8	3.7	-7.9	-2.3	0.7	0.2	-2.6	COc1ccc(/C(C)=N/NC(=O)c2ccc(NS(=O)(=O)c3cccs3)cc2)cc1
1.1	-3.6	4.4	1.7	-6.2	-0.5	-19.8	1.2	-7.5	COc1ccc(/C=N/NC(=O)c2cc(C)on2)c2ccccc12
0.2	-3.4	7.9	6.8	-0.3	-0.1	-15.3	1.7	7.7	CCCCC(NC(=O)Cc1c(C)c2cc3c(-c4ccccc4)coc3c(C)c2oc1=O)C(=O)O (centres undefined)
-2.6	0.4	15.2	-5.8	-4.7	-0.1	-5.9	3.2	-5.0	Cc1ccc2ncnc(NCCCN3CCOCC3)c2c1
-12.5	-8.2	-8.3	-15.9	0.5	0.5	25.7	-3.2	-0.6	CCC(=O)OCc1c(C(F)(F)F)nn(C)c1Sc1ccc(F)cc1
-11.2	-10.2	2.4	3.8	-1.6	-2.0	-9.8	-0.3	-12.1	CCCOc1ccc(C2=NNC(c3cccs3)=Nc3ccc(OC)cc32)cc1
2.0	-0.4	-3.5	11.3	-2.3	0.0	-2.5	0.3	15.8	CN(C(=O)CSC1=NC2C(N=N1)c1cc(Br)ccc1N2C)C1CCCCC1 (centres undefined)
0.6	-2.4	5.8	2.8	4.9	-1.0	-8.1	0.2	-0.9	CCc1ccc(C(=O)c2ccccc2C(=O)O)s1
4.7	-0.4	5.5	8.2	0.1	-1.6	-5.4	1.4	0.1	Cc1cc(C)c(NC(=O)CNC(=O)COC(=O)Cc2cccs2)c(C)c1
1.5	-0.8	1.6	7.0	8.2	0.8	-5.7	-0.6	-4.9	Nc1cccc(P(=O)(c2ccccc2)c2ccccc2)c1
-4.1	-0.7	-3.4	5.4	-0.1	1.2	-2.7	1.3	-1.6	O=C(NNC(=O)C1CC2CCC1C2)c1ccccc1 (centres undefined)
-1.2	-4.7	1.6	7.1	-4.4	-1.9	-5.2	1.2	-8.8	CCCn1c(SCC(=O)NCCc2ccccc2)nnc1-c1ccccn1
-3.7	1.4	3.5	.	1.6	.	.	0.5	5.8	CC(C)NC(=O)OC1CC2CC1[C@H]1CCCCN1C2=O (some centres undefined)
-8.9	5.9	-8.0	-1.2	-27.6	33.0	-8.6	20.1	-1.8	Cc1onc(-c2ccccc2Cl)c1C(=O)Nc1nnc(-c2cccc([N+](=O)[O-])c2)s1
3.9	-4.7	1.4	7.0	-8.5	-1.8	-34.7	3.0	-11.5	O=C(NCc1cccs1)[C@@H]1CSC2c3ccccc3C(=O)N21 (some centres undefined)
4.2	4.4	-8.6	12.8	2.1	1.0	-3.3	3.2	-7.1	CN(Cc1ccon1)C(=O)CC1C(=O)NCCN1Cc1cccc(Oc2ccccc2)c1 (centres undefined)
-1.5	1.1	2.0	4.1	-5.3	.	-10.2	0.9	6.2	COc1cc(CN2C[C@@H](CO)O[C@@H](n3cnc4c(NCc5ccncc5)ncnc43)C2)cc(OC)c1OC
-2.8	-0.8	13.7	11.5	4.9	0.4	-35.8	0.2	-1.4	CC1=Nn2c(nnc2-c2cc(C)[nH]n2)SC1
-0.7	-1.0	-5.6	1.4	7.5	-0.7	-16.0	2.2	-3.6	CCN1C(=O)S/C(=C/c2ccsc2)C1=O
0.4	0.1	-2.4	1.9	11.1	-1.4	-0.9	0.4	1.1	Cc1[nH]c(=O)[nH]c(=O)c1S(=O)(=O)N1CCC(C(=O)NC(C)c2ccccc2)CC1 (centres undefined)
-4.1	-4.4	1.6	2.6	-8.6	-2.7	-0.7	4.3	10.7	O=C(CSc1nc2c([nH]c3ccccc32)c(=O)n1-c1ccccc1)NCC1CCCO1 (centres undefined)
-33.3	-21.6	-15.6	-29.5	73.3*	0.1	99.4*	0.0	87.1*	CCN(CC)CCC#CC1(O)c2ccccc2-c2ccccc21
-1.9	-3.3	7.3	7.9	-2.8	0.4	-7.7	0.6	9.2	COc1ccc(N(CC(=O)NC2CCCC2)C(=O)CS(=O)CC(=O)Nc2ccc3c(c2)OCO3)cc1 (centres undefined)
7.1	0.7	10.5	9.3	8.6	-1.1	-13.3	1.2	-5.5	c1ccc(Cc2nnc3sc(-c4cccnc4)nn23)cc1

Reprinted from the part before: 3 entries, followed by the next part.
M5 PAM	M5 ag	CHRM4 PAM	CHRM1 PAM	CHRM4 antagonist	CRFR2-BP ag	CHRM1 antagonist	M4 ag	CHRM5 antagonist	compound
-33.3	-21.6	-15.6	-29.5	73.3*	0.1	99.4*	0.0	87.1*	CCN(CC)CCC#CC1(O)c2ccccc2-c2ccccc21
-1.9	-3.3	7.3	7.9	-2.8	0.4	-7.7	0.6	9.2	COc1ccc(N(CC(=O)NC2CCCC2)C(=O)CS(=O)CC(=O)Nc2ccc3c(c2)OCO3)cc1 (centres undefined)
7.1	0.7	10.5	9.3	8.6	-1.1	-13.3	1.2	-5.5	c1ccc(Cc2nnc3sc(-c4cccnc4)nn23)cc1
-1.9	-0.6	2.5	4.9	-3.5	-1.7	-3.2	0.9	2.2	COC(=O)C1C(c2ccccc2)C(C(=O)N2CCOCC2)C1c1ccccc1 (centres undefined)
-2.7	4.7	-2.1	11.2	4.3	-1.1	-7.3	-0.5	5.5	O=C(O)c1ccc(CN(c2ccccc2)S(=O)(=O)c2ccccc2)cc1
1.2	3.2	6.7	9.0	-6.0	-1.6	-6.8	1.1	3.1	Cc1ccc(OCC(=O)N2CCC(C)CC2)c([N+](=O)[O-])n1
4.5	-1.1	-0.5	-1.2	-3.7	-1.1	-2.0	-3.0	-9.7	CC(C)CCn1c(Oc2ccccc2Cl)nc2c1c(=O)n(C)c(=O)n2C
-1.6	-3.1	2.4	0.5	-5.6	1.6	-18.9	.	0.7	COc1ccc(OC)c(-n2nnnc2SCC(=O)Nc2cc(C)ccc2OC)c1
5.1	-8.7	1.4	-1.0	2.3	-4.5	3.3	0.3	4.0	Cn1nnnc1Sc1ncnc2scc(-c3cccc(C(F)(F)F)c3)c12

Assay outcomes: PubChem BioAssay, several laboratories
